Assay outcomes from PubChem.
INS promoter inh – TRM-6 insulin promoter activity inhibition; TRM-6 cells (human fetal islet line), insulin promoter-eGFP reporter, imaging; reporter expression induced with tamoxifen; inhibition, % at 2 µM; actives 0.9% (n = 130,000);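 active = inhibition above the mean plus 3 SD, with well images judged a real hit on visual review, cut at about 60% in these data, passing the limit was not always enough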
sdo1 growth – sdo1-depleted yeast growth rescue; S. cerevisiae sdo1-depleted JHY4D growth rescue, OD600 30 h; active compounds read high; pdr5 snq2 efflux-pump mutant strain; z-score at 10 µM; actives 0.21% (n = 140,000); AID 817;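 active = z-score above 3 at both the 24 hr and the 30 hr optical density reads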;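 also: z-score against mean and SD of all compound wells on the same plate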
sdo1 growth Rescue 24 h – second read-out of sdo1 growth, no call of its own (marks repeat the call); z-score; S. cerevisiae sdo1-depleted JHY4D growth rescue, OD600; measured here: growth rescue at 24 h;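 0 is the plate mean of compound wells and units are plate SD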
Active calls of the source: *; i = inactive; . = no result given. Only part of the results is shown; the hit share may differ from the screen's.

INS promoter inh,sdo1 growth Rescue 24 h,sdo1 growth,mol
19,-0.16,-1.1,CC(C)OC(=O)CSc1nc(N)c(C#N)c(-c2ccco2)c1C#N
.,-0.49,-0.18,O=C(CN(C1CCCCC1)S(=O)(=O)c1ccc(Cl)cc1)NCc1cccnc1
-19,.,.,CN(C)CCCN=Cc1c(-c2ccccc2)[nH]n(-c2nc3ccccc3s2)c1=O
-400,0.23,-1.8,O=C1c2ccccc2-c2onc3ccc(Oc4ccccc4)c1c23
15,1.2,-0.03,O=C(COc1ccc2ccccc2c1)Nc1ccc2c3c(cccc13)CC2
.,-0.01,0.09,CN(C)c1ccc(/C=C/C(=O)c2cccc(Br)c2)cc1
.,0.1,0.48,CC(=O)c1ccc(Oc2cc(C)nc(N3CCOCC3)n2)cc1
29,0.47,1.3,O=C(Nc1cccnc1)c1c(F)c(F)c(F)c(F)c1F
-29,-1.1,-0.71,Cc1ccc(S(=O)(=O)N2CCC(C(=O)N3CCN(Cc4ccccc4)CC3)CC2)cc1
-11,-0.19,-0.37,O=c1[nH]c(CSc2nnc(COc3ccccc3)n2-c2ccccc2)nc2ccccc12
-13,1.3,1.6,O=C(Nc1ccon1)c1ccc(Cl)s1
.,0.24,0.3,Nc1ccc2c(c1)-c1ccccc1S(=O)(=O)N2
43,1.3,-0.24,COc1ccc(C(=O)Nc2cccc(-c3nnc(-c4ccco4)o3)c2)cc1
-7,-1.4,-1.9,Cc1cccc(-n2c(SCc3cc(=O)n4ccsc4n3)nc3ccccc32)c1
44,0.35,-0.86,O=C(NCC1OCCc2ccccc21)c1ccc(NC(=O)c2cccc(Br)c2)cc1 (stereo not given)
-11,0.03,0.27,NC(=O)c1ccc(N2CCCCC2)c(N2C(=O)C3CC=CCC3C2=O)c1 (stereo not given)
.,0,-0.48,COc1ccccc1OCc1ccc(C(=O)Nc2ccccc2F)cc1
29,.,.,Cc1ccc2cccc(OCC(=O)Nc3ccc4c(c3)OCO4)c2n1
40,-0.66,-1.3,CC(C)C[C@H](NC(=O)OC(C)(C)C)C(=O)N/N=C/C1=Cc2ccccc2OC1C (stereo not given in full)
-28,-0.45,0.02,CS(=O)(=O)c1cccc(C(=O)NCc2ccccc2)c1
13,.,.,Cc1ccc(NC(=S)Nc2cccc3cnccc23)c(C)c1
.,1.7,0.85,COCCNC(=O)c1ccc(CS(=O)(=O)c2ccc(OC)cc2)o1
-39,0.74,0.6,O=C1NCN(c2ccccc2)C12CCN(c1nnnn1-c1ccccc1)CC2
0,-1.2,-0.67,CC(=O)N1N=C(c2ccccc2)CC1c1ccccc1[N+](=O)[O-] (stereo not given)
.,0.46,-0.06,CCOC(=O)c1csc(Nc2nc3ccc(F)cc3s2)n1
22,-0.35,-1.2,CCOC(=O)Cn1c(-c2cccnc2Cl)nc2cc(Cl)c(Cl)cc21
0,-0.92,-0.58,O=C(CN1CCCCC1)N1CCCc2ccccc21
-27,0.74,0.34,Clc1ccccc1CN1CCc2sccc2C1
36,.,.,Cc1ccnc(SCC(=O)c2cccs2)n1
-58,-0.24,-0.3,CC(C)(C)C(=O)Nc1ccc(C(=O)N/N=C/c2ccccc2OC(=O)c2ccc(Cl)cc2Cl)cc1
.,-0.46,0.08,Cc1cccc(-n2c(Cc3cc(=O)[nH]c(=O)[nH]3)nnc2SC(C)C)c1
13,-0.96,-0.47,O=C(CN1CCC(NC(=O)c2ccco2)CC1)Nc1cccc2ccccc12
43,-0.97,-0.71,CCCCCCCC1CC(CSc2ncn[nH]2)OC1=O (stereo not given)
-57,.,.,O=C(CNC(=O)c1cccs1)OCC(=O)c1ccccc1Cl
80*,0.35,0.3,COc1ccc(C(c2sc3nc(C)nn3c2O)N2CCC(C(N)=O)CC2)cc1OC (stereo not given)
14,1.6,1.5,Cc1ccc(CC(NC(=O)c2ccccc2)C(=O)NC(C)C(=O)O)cc1 (stereo not given)
29,0.82,1.7,CN(C)N1C(N)=C(C#N)C(c2ccsc2)C2=C1CCCC2=O (stereo not given)
17,-0.5,0,O=C(C1c2ccccc2C(=O)N2CCc3ccccc3C12)N1CCN(Cc2ccccc2)CC1 (stereo not given)
.,0.6,-0.54,COc1ccc(NC(=O)CCC(=O)OCc2ccc(C(=O)Oc3ccc(Cl)cc3)cc2)cc1
.,-0.34,-0.37,CCOC(=O)C1Cn2c(nc3c(c2=O)C(C)(CC)Cc2ccccc2-3)S1 (stereo not given)
.,-0.32,-0.11,CCc1cc(C(=O)c2ccccc2OC)c(N)s1
44,-0.82,-1.2,Cc1ccc2nc(-c3sc4nc(C)cc(C)c4c3N)[nH]c2c1
.,1.5,1.2,O=C(N/N=C/c1ccco1)c1ccncc1
-21,-0.12,-0.64,Cn1nc(-c2ccccc2)c(-c2nc(-c3cccc(C(F)(F)F)c3)no2)c1Cl
17,.,.,CCc1ccc(NC(=O)C(C)n2nc(C)c([N+](=O)[O-])c2C)cc1 (stereo not given)
-8,-0.81,-1.6,COc1ccc(-c2nnc3c4ccccc4c(C)nn23)cc1
-46,-0.11,-0.05,COc1ccc(CCNC(=O)CSc2nnc(CNc3ccc(Cl)cc3)o2)cc1OC
-10,-0.31,0.2,O=C(CCl)Nc1ccccc1Sc1ccccc1
.,0.12,-0.36,COc1cc([N+](=O)[O-])ccc1NC(=S)Nc1cc(C(=O)OC(C)C)cc(C(=O)OC(C)C)c1
-26,-0.62,-0.74,Cc1ccc(CNC(=O)CCCn2c(=O)c3ccccc3n(CC(=O)NCc3ccco3)c2=O)cc1
-59,-1,-1.1,COC(=O)c1ccc(CON2C(=O)c3ccccc3C2=O)cc1
62,-0.03,0.08,Fc1ccccc1CSc1nncn1NCc1cccs1
.,-0.1,0.21,COC(=O)C1[C@H]2C(=O)N(Cc3cccs3)C[C@]23C=C[C@H]1O3 (stereo not given in full)
.,0.05,0.2,O=C1CC(C2CCCO2)C(=O)N1c1cccc(Cl)c1 (stereo not given)
0,-0.47,0.04,N#C/C(=C\c1ccc(-c2ccc(C(=O)O)cc2)o1)C(=O)NCC1CCCO1 (stereo not given)
-75,.,.,Cc1cc(C)cc(N(CC(=O)NCCSCc2ccccc2)S(C)(=O)=O)c1
-50,-0.62,0.32,CN(C(=O)Cc1noc2ccccc12)c1ccccc1
i,.,.,CN1C(=S)N(c2cccnc2)C(=O)/C1=C\c1ccc(N(C)C)cc1
-3,-0.94,-1.5,COc1ccc(NS(=O)(=O)c2ccc(N/N=C(\C)c3ccncc3)c([N+](=O)[O-])c2)cc1
3,0.15,0.52,Cc1ccc(NC(=O)c2ccc(NCCN)c([N+](=O)[O-])c2)cc1Cl

Three structures from above, sorted by molecular weight, ascending:
INS promoter inh,sdo1 growth Rescue 24 h,sdo1 growth,mol
.,-0.32,-0.11,CCc1cc(C(=O)c2ccccc2OC)c(N)s1
-59,-1,-1.1,COC(=O)c1ccc(CON2C(=O)c3ccccc3C2=O)cc1
62,-0.03,0.08,Fc1ccccc1CSc1nncn1NCc1cccs1

Continuation.
INS promoter inh,sdo1 growth Rescue 24 h,sdo1 growth,mol
12,.,.,CC1CC(=O)N(c2ccc(N(C)Cc3ccccc3)c([N+](=O)[O-])c2)C1=O (stereo not given)
11,.,.,COC(=O)Cn1nc(-c2ccc(C)cc2)c2ccccc2c1=O
.,-0.47,0.16,O=C(Nc1cc(C(F)(F)F)ccc1Cl)C(=O)N1CCCCC1
42,0.11,0.73,CC(C)(C)C(=O)NC(=S)N1CCOCC1
38,0.94,0.81,Cc1cccc(N2CCN(C(=O)C3CCCN(S(=O)(=O)c4cnc[nH]4)C3)CC2C)c1 (stereo not given)
-39,0.34,-0.43,COc1ccc2[nH]c(=O)c(CN(Cc3ccco3)Cc3nnnn3Cc3ccccc3)cc2c1
8,.,.,Cc1ccc(-n2cc(CN3CCNC(=O)CC3)c(-c3cccc(C)c3)n2)cc1
.,-0.97,-0.42,COc1ccc(C(=O)NCc2ccccc2)cc1Br
.,-1.6,-0.77,O=S1(=O)c2cccc3cccc(c23)N1Cc1ccc(-c2nnco2)cc1
-3,0.5,1.4,COc1ccc(C(=O)Nc2ccccc2C(=O)O)cc1Cl
13,0.39,0.94,CN(C)S(=O)(=O)c1ccc2c(c1)nc(CCC(=O)NCC1CCCCC1)n2C
-31,1.3,-0.42,COC(=O)c1ccc(CSc2ncnc3sc(C)c(C)c23)o1
12,.,.,Nn1c(Cc2ccccc2F)nnc1SCC(=O)Nc1cccc(S(=O)(=O)NC2=NCCCCC2)c1
-37,-0.37,0.62,CC(C)(C)NC(=O)C(c1ccccn1)N(C(=O)C1CSC(=O)C1)c1ccc(F)cc1 (stereo not given)
-7,0.54,0.35,Cc1cccc(N2C(=O)CC(N(O)c3ccccc3)C2=O)c1 (stereo not given)
25,-0.36,-0.06,COc1ccc(C2=NOC(C(=O)NC3CCCCC3)C2)cc1OC (stereo not given)
22,0.7,0.99,CC(=O)N1CN(C2CC(C)(C)NC(C)(C)C2)Cc2c1sc1c2CCCC1
0,.,.,CCOC(=O)c1ccc(NC(=S)N2CCN(CCN=CC3=C(O)CC(C)(C)CC3=O)CC2)cc1
-7,-0.42,-1,Cc1ccc(NC(=O)c2ccc(Nc3c([N+](=O)[O-])cc([N+](=O)[O-])cc3[N+](=O)[O-])cc2)cc1
-40,.,.,CO/N=C/C(=N\Nc1cc(OC)cc(OC)c1)C(=O)c1ccccc1
32,-0.6,-0.66,COC(=O)c1cc(NC(=O)C2COc3ccccc3O2)cc(C(=O)OC)c1 (stereo not given)
-33,.,.,CC(=O)NC1C(Oc2ccccc2C)OC(CO)C(O)C1O (stereo not given)
14,-0.97,-1.1,CCN1C(=O)CSC1=NC1C2CC3CC(C2)CC1C3 (stereo not given)
-81,0.94,-0.18,O=S1(=O)CC(NCc2ccccc2)C(Nc2ccccc2)C1 (stereo not given)
-26,-1.4,-1.1,O=C(Cc1coc(-c2ccc(F)cc2)n1)NC1CCCCC1
-75,-0.53,-0.51,CCCN(CCC)CC(O)CN(c1cc([N+](=O)[O-])ccc1OC)S(=O)(=O)c1ccccc1 (stereo not given)
63,1.1,1.2,Cc1cc(N)n(-c2ccc3ccccc3c2)n1
-15,0.66,0.21,CCN1CCN(C(=O)CN(Cc2ccccc2)S(C)(=O)=O)CC1
11,.,.,COc1ccc(/C=C/c2nc3ccccc3n2C)cc1
27,0.31,0.16,COc1ccc(-c2nc(SCC(=O)NC3CCCC3)c(-c3ccc(OC)cc3)[nH]2)cc1
12,.,.,Cc1ccc2nc(N(CCCN(C)C)C(=O)CN3C(=O)c4ccccc4C3=O)sc2c1
.,-1.5,-1.1,CCN1CCN(Cc2c(O)ccc3c(=O)c(-c4ccc(OC)c(OC)c4)c(C(F)(F)F)oc23)CC1
8,0.27,0.39,COc1cccc(NC(=O)CSc2nnc(-c3cccs3)n2C)c1
.,0.67,0.98,Oc1c(C(c2cccs2)N2CCOCC2)sc2ncnn12 (stereo not given)
24,-0.65,-0.31,O=C(CSc1ncccn1)c1ccccc1Br
-30,0.2,0.15,COc1ccc(Cl)cc1C(=O)Nc1ccc(S(=O)(=O)N2CCCC2)cc1
-79,0.99,-0.57,CCOC(=O)c1c(C)c(C)n(Cc2cccc(OC)c2OC)c1C
.,0.13,-1.9,Clc1cccc(-c2cc3nc4c(c(NCc5ccco5)n3n2)CCCC4)c1
.,0.07,0.25,CCn1c(/C=N/n2cnnc2)nc2ccccc21
-11,-0.86,0.06,CCCC(C)C(=O)Nc1ccc(Cl)cc1Cl (stereo not given)
-19,-1,-0.74,CCOC(=O)C1=C(C)NC(=O)CC1c1cc2c(cc1Br)OCO2 (stereo not given)
24,-0.51,-0.89,COc1ccc(S(=O)(=O)N2CCCN(CC(=O)Nc3ccc(OC)c(Cl)c3)CC2)cc1
-13,-0.01,0.27,COC(=O)c1ccc(Cn2cc(Cl)cn2)cc1
-86,.,.,O=C(Nc1ccc(F)c([N+](=O)[O-])c1)c1ccc2c(c1)OCCO2
65,-0.94,-0.9,CCC(c1nnnn1Cc1ccc2c(c1)OCO2)N1CCN(c2ccccc2)CC1 (stereo not given)
-33,.,.,CC(C)n1cc(C(=O)c2ccccc2O)cc(C#N)c1=O
23,-0.59,0.08,CC(C)CC(=O)Nc1ccccc1N1CCOCC1

Entries listed so far with fluorine:
INS promoter inh,sdo1 growth Rescue 24 h,sdo1 growth,mol
29,0.47,1.3,O=C(Nc1cccnc1)c1c(F)c(F)c(F)c(F)c1F
.,0,-0.48,COc1ccccc1OCc1ccc(C(=O)Nc2ccccc2F)cc1
.,0.46,-0.06,CCOC(=O)c1csc(Nc2nc3ccc(F)cc3s2)n1
-21,-0.12,-0.64,Cn1nc(-c2ccccc2)c(-c2nc(-c3cccc(C(F)(F)F)c3)no2)c1Cl
62,-0.03,0.08,Fc1ccccc1CSc1nncn1NCc1cccs1
.,-0.47,0.16,O=C(Nc1cc(C(F)(F)F)ccc1Cl)C(=O)N1CCCCC1
12,.,.,Nn1c(Cc2ccccc2F)nnc1SCC(=O)Nc1cccc(S(=O)(=O)NC2=NCCCCC2)c1
-37,-0.37,0.62,CC(C)(C)NC(=O)C(c1ccccn1)N(C(=O)C1CSC(=O)C1)c1ccc(F)cc1 (stereo not given)
-26,-1.4,-1.1,O=C(Cc1coc(-c2ccc(F)cc2)n1)NC1CCCCC1
.,-1.5,-1.1,CCN1CCN(Cc2c(O)ccc3c(=O)c(-c4ccc(OC)c(OC)c4)c(C(F)(F)F)oc23)CC1
-86,.,.,O=C(Nc1ccc(F)c([N+](=O)[O-])c1)c1ccc2c(c1)OCCO2
